FBW7 act = activators of human E3 ligase FBW7 | AlphaScreen FBW7–phospho-cyclin E peptide binding, activator screen | normalized activity (activation), % at 26.1 µM | hit rate 0.13% among 650,000; in the data active means normalized activity above about 1.9%;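 further: purified mutant Fbw7 with reduced substrate affinity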
Target sequence (Q969H0 whole entry, looked up): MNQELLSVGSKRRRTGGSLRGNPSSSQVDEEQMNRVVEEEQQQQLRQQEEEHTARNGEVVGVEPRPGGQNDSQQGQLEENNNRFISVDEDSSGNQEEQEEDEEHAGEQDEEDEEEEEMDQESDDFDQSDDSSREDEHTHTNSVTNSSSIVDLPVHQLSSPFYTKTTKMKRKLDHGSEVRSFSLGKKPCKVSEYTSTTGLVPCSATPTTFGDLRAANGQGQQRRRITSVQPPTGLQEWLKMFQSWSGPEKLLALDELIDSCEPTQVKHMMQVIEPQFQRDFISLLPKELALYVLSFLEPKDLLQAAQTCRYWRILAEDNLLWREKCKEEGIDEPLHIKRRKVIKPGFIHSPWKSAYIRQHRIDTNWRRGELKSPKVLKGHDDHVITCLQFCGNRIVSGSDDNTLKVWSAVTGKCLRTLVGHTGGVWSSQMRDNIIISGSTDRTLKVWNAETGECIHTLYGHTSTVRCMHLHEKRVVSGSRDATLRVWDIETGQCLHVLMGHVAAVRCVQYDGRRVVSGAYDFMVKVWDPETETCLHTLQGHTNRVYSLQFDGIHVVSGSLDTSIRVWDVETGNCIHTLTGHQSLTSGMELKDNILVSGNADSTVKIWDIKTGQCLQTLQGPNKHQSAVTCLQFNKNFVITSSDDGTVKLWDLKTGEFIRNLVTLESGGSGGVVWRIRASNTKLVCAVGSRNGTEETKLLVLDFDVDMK
MITF inh = inhibitors of human MITF | inhibition, % at 2.6 µM | hit rate 0.91% among 650,000 | O75030 | AlphaScreen MITF homodimerization, bead proximity signal; in the data active means inhibition above about 50%;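 further: 0% = vehicle wells with protein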
TEAD-YAP block = TEAD-YAP interaction inhibition. HEK-TIYL cells, TEAD-Gal4/YAP UAS-luciferase luminescence. inhibition, % at 9.12 µM. hit rate 1.4% among 640,000. AID 1259422; in the data active means inhibition above about 32%;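 further: 0% = median of test compound wells and 100% = reference inhibitor wells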
GPR151 activ = activates the human receptor GPR151; Q8TDV0; PathHunter beta-arrestin GPR151 cells, luminescence; activation, % at 11.2 µM; hit rate 1% among 650,000; in the data active means activation above about 4.9%;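 further: 0% = median of compound wells and 100% = cells with positive control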
Target sequence (Q8TDV0 whole entry, looked up): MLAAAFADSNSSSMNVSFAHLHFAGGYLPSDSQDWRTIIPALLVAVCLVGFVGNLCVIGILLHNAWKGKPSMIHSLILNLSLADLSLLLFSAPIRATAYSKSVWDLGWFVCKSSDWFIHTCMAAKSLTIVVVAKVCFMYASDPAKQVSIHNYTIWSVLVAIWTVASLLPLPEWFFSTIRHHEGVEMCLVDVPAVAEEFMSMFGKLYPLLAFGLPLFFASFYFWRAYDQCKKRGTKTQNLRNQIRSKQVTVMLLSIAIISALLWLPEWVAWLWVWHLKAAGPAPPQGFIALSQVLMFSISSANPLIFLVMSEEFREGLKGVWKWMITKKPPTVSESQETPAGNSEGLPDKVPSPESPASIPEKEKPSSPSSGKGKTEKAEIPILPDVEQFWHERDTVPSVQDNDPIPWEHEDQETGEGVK
* = called active by the depositor; & = joins results of further samples.

The first 5 compounds (preview)
| No. | Compound | FBW7 act | MITF inh | TEAD-YAP block | GPR151 activ |
| --- | --- | --- | --- | --- | --- |
| 1 | CCN1C(=O)C2C(C)NC3(C(=O)Nc4ccccc43)C2C1=O (centres undefined) | 0.0 | 10 | 3 | -0.6 |
| 2 | Cc1cccc(N2CCN(C(=O)c3cccc(C#N)c3)CC2C)c1 (centres undefined) | 0.7 | 1 | 42* | -0.3 |
| 3 | C=C(C)CN1CCN(c2c(CC)c(C)c(C#N)c3nc4ccccc4n23)CC1 | -0.4 | 10 | 6 | -0.2 |
| 4 | O=C1c2oc3ccc(F)cc3c(=O)c2C(c2ccccn2)N1CCN1CCOCC1 (centres undefined) | 0.0 | 4 | -13 | 0.6 |
| 5 | Cc1cc(C)c(NC(=S)N(Cc2ccccc2Cl)C2CCCC2)c(C)c1 | 0.0 | -9 | 8 | 1.0 |

The list itself, previewed entries included:
| No. | Compound | FBW7 act | MITF inh | TEAD-YAP block | GPR151 activ |
| --- | --- | --- | --- | --- | --- |
| 1 | CCN1C(=O)C2C(C)NC3(C(=O)Nc4ccccc43)C2C1=O (centres undefined) | 0.0 | 10 | 3 | -0.6 |
| 2 | Cc1cccc(N2CCN(C(=O)c3cccc(C#N)c3)CC2C)c1 (centres undefined) | 0.7 | 1 | 42* | -0.3 |
| 3 | C=C(C)CN1CCN(c2c(CC)c(C)c(C#N)c3nc4ccccc4n23)CC1 | -0.4 | 10 | 6 | -0.2 |
| 4 | O=C1c2oc3ccc(F)cc3c(=O)c2C(c2ccccn2)N1CCN1CCOCC1 (centres undefined) | 0.0 | 4 | -13 | 0.6 |
| 5 | Cc1cc(C)c(NC(=S)N(Cc2ccccc2Cl)C2CCCC2)c(C)c1 | 0.0 | -9 | 8 | 1.0 |
| 6 | O=C(Nc1ccc(O)cc1C(=O)O)c1ccc2c(c1)C(=O)N(c1ccccc1-c1ccccc1)C2=O | -0.3 | 13 | 3 | -0.2 |
| 7 | OC1CCCN(c2ncnc3scc(-c4ccc(Cl)cc4)c23)C1 (centres undefined) | 0.7 | 18 | 0 | -1.4 |
| 8 | CC(C)Cc1ccc2c(n1)SC1C(=O)N(c3ccccc3)C(=O)C1=C2N (centres undefined) | 0.1 | 1 | -46 | 0.4 |
| 9 | COCC1CCN(C(=O)c2ccc(OC3CCN(Cc4ccccn4)CC3)cc2)C1 (centres undefined) | 0.1 | -12 | -2 | -0.3 |
| 10 | CCCc1nnc(SCC(=O)N2CCCCC2C)n1Cc1ccco1 (centres undefined) | -0.3 | 4 | 1 | 0.6 |
| 11 | COCCNC(=O)C1=CC(c2ccco2)=NS(=O)(=O)N1C | -0.1 | 0 | -7 | -0.6 |
| 12 | N#Cc1c(SCC(=O)Nc2ccccc2I)nc2c(c1-c1cccs1)CCCC2 | 0.3 | 7 | 12 | 0.4 |
| 13 | CCOc1ccccc1NC(=O)CCC1CCCC1 | 0.2 | 0 | 8 | 1.4 |
| 14 | COc1ccc(/C=N/NC(=O)COc2ccc3ccccc3c2)cc1 | 0.1 | 1 | -4 | 0.6 |
| 15 | Cc1ccc(C(=O)N2CCC(C(=O)NC(c3ccccc3)c3ccco3)CC2)cc1 (centres undefined) | -0.1 | -7 | -9 | -1.3 |
| 16 | Cc1ccc2c3c(ccc2n1)NC1=C(C(=O)CCC1)C3c1ccc2c(c1)OCO2 (centres undefined) | -0.1 | 1 | -5 | 0.2 |
| 17 | Cc1nn(-c2ccccc2)c(C)c1CC(=O)NCCc1ccccc1 | -0.1 | -4 | 0 | 2.2 |
| 18 | CCOCCOC(=O)C1=C(C)NC2=C(C(=O)CCC2)C1c1coc2ccccc2c1=O (centres undefined) | 0.0&1.4 | 37&23 | 1&2 | 1.1&-1.2 |
| 19 | Cc1ccccc1-c1cnnc(N2CCCN(c3nc4ccccc4s3)CC2)n1 | -0.1 | 10 | -3 | -0.6 |
| 20 | COC(=O)c1ccccc1NC(=O)Nc1ccc(Cl)cc1 | 0.0 | 21 | 3 | -1.5 |
| 21 | CN(C)CCCN1C(=O)C(O)=C(C(=O)c2cc3ccccc3o2)C1c1ccc(F)cc1 (centres undefined) | -0.2 | 1 | -4 | 0.4 |
| 22 | Cc1c(N(C(=O)c2ccc(Br)cc2)C(C)C)c(=O)n(-c2ccccc2)n1C | 0.1 | 5 | 5 | -1.1 |
| 23 | CCOc1cc(C2C3=C(CCCC3=O)Nc3ccc4ncccc4c32)ccc1O (centres undefined) | 0.1 | 6 | 14 | -0.4 |
| 24 | Cc1cc(C)cc(NC(=O)C2CCCN2S(=O)(=O)c2cccc3nsnc23)c1 (centres undefined) | -0.4 | 9 | -17 | -0.4 |
| 25 | CC(C)=CCN1CCN(Cc2nc(-c3ccc(F)cc3)cs2)CC1CCO (centres undefined) | -0.1 | 4 | 2 | 0.9 |
| 26 | CSc1ccc(/C=C2/SC(=NCC(=O)O)NC2=O)cc1 | -0.1 | -17 | 2 | -1.5 |
| 27 | Cn1ccnc1C1CCCCN1C(=O)c1cc(COc2ccc(F)cc2Cl)on1 (centres undefined) | 0.1 | -10 | -3 | -0.5 |
| 28 | NC(=O)c1nn(-c2nc(-c3cccs3)cc(C(F)(F)F)n2)cc1[N+](=O)[O-] | 0.7 | 19 | -1 | -1.7 |
| 29 | N#C/C(=C/c1ccco1)c1ccc(Br)cc1 | 0.0 | 3 | -12 | 0.9 |
| 30 | CCCc1cc(=O)[nH]c(SCC(=O)NCc2ccco2)n1 | 0.0 | 4 | 1 | -0.3 |
| 31 | COC(=O)c1ccccc1NC(=O)C1CC(=O)N(c2cccc(Cl)c2C)C1 (centres undefined) | 0.1 | 9 | -3 | -0.2 |
| 32 | O=C(Cc1ccccc1)NN1C(=O)/C(=C/c2ccccc2[N+](=O)[O-])SC1=S | 0.3 | 26 | -5 | -1.3 |
| 33 | CCCSc1ncc(Cl)c(C(=O)Nc2ccc(NC(C)=O)cc2)n1 | 0.8 | 2 | 9 | 0.1 |
| 34 | CCCCN(CC)S(=O)(=O)c1cc(C(=O)Nc2ccccc2OCC)ccc1F | 0.8 | 10 | -16 | 1.0 |
| 35 | O=C(OCc1ccccn1)c1ccc(O)c(Cl)c1 | 0.2 | 12 | -1 | -9.1 |
| 36 | CCOC(=O)C1CCN(S(=O)(=O)c2ccc(F)c(C(=O)Nc3ccc(F)cc3)c2)CC1 | 0.0 | -6 | -4 | -1.9 |
| 37 | COc1ccc2nc(NC(=O)CNC(=O)c3nn(-c4ccc(OC)c(OC)c4)c(=O)c4ccccc34)sc2c1 | -0.1 | -11 | 0 | -0.6 |
| 38 | Cc1ccnc(NS(=O)(=O)c2ccc(NC(=O)/C=C/c3ccc([N+](=O)[O-])cc3)cc2)n1 | -0.2 | 1 | -4 | -0.3 |
| 39 | COc1ccc(CCNC(=O)CCn2nc(-c3ccc(Cl)cc3)ccc2=O)cc1OC | -0.4 | -2 | 8 | 1.3 |
| 40 | Cc1ccc(C)c(NC(=O)c2c[nH]c(=O)n(-c3ccc(Cl)cc3)c2=O)c1 | 0.0 | 6 | 6 | 0.3 |

(further entries)
Second line of a record – FBW7 act	MITF inh	TEAD-YAP block	GPR151 activ
41	O=C(NCCCN1CCCC1=O)c1ccc2c(=O)n(-c3ccc(F)c(Cl)c3)c(=S)[nH]c2c1
  0.1	-5	-4	-1.1
42	COc1ccc(C(=O)NCC(=O)OCC(=O)N(C2CCCCC2)C2CCCCC2)cc1
  -0.1	14	5	-1.1
43	O=C(Oc1ccccc1N1C(=O)C2C3C=CC(C3)C2C1=O)c1ccc([N+](=O)[O-])cc1 (centres undefined)
  0.4	17	-9	0.1
44	COc1ccccc1NCN1C(=O)c2cccc3cccc(c23)C1=O
  0.6	24	2	2.2
45	CC1=C(C(=O)N2CCOCC2)C2(CCCCC2)OC1=O
  -0.1	-1	-7	-0.7
46	COC(=O)c1ccc(Nc2ncnc3sc(C)cc23)cc1
  0.1	11	-36	-0.7
47	Cc1cccc(NC(=O)CNCc2cccs2)c1C
  0.0	-4	3	2.4
48	CC1CCN(c2nc3c(c(=O)[nH]2)CN(Cc2cccn2-c2cccnc2)CC3)CC1
  0.1	5	7	1.2
49	Cc1ccc(-n2c(O)c(/C=N/NC(=O)Cn3nc(C)cc3C)c3ccccc3c2=O)cc1
  -0.3	17	0	-1.6
50	CC(=O)Nc1ccc2nc(SCC(=O)NCCOc3ccc(Cl)cc3)sc2c1
  0.1	4	1	1.5
51	COc1ccc(C2=N/C(=C\c3cccc(OC)c3OC)C(=O)O2)cc1[N+](=O)[O-]
  0.2	13	-8	0.6
52	COc1ccc(Br)cc1/C=C1/C(=O)N=C(N)N1C
  0.8	8	-7	-1.1
53	CC(/C=C1\N=C(c2ccc(Cl)cc2Cl)OC1=O)=C\c1ccccc1
  0.1	7	7	-1.1
54	CCCNc1nc(N2CCCC2CO)nc2c1ncn2CCN1CCCC1=O (centres undefined)
  -0.1	0	-4	2.6
55	Cc1ccc(-c2nc(C(N)=O)c3[nH]c(=O)n(C4CCCCC4)c3n2)s1
  -0.2	-2	0	-0.5

Quoted from above, nos. 41 to 42
Second line of a record – FBW7 act	MITF inh	TEAD-YAP block	GPR151 activ
41	O=C(NCCCN1CCCC1=O)c1ccc2c(=O)n(-c3ccc(F)c(Cl)c3)c(=S)[nH]c2c1
  0.1	-5	-4	-1.1
42	COc1ccc(C(=O)NCC(=O)OCC(=O)N(C2CCCCC2)C2CCCCC2)cc1
  -0.1	14	5	-1.1

Carrying on:
Second line of a record – FBW7 act	MITF inh	TEAD-YAP block	GPR151 activ
56	COc1ccc(C2=NN(c3cccc(Cl)c3)C(c3ccc(OC)cc3)C2)cc1 (centres undefined)
  0.0	-6	-6	2.2
57	Cc1cc(NCCCN2CCCC2=O)nc(-c2ccc3[nH]ccc3c2)n1
  -0.3	8	-1	-0.4
58	CCOC(=O)c1c(NC(=O)CSc2nnc(CNC(=O)c3cccs3)n2-c2cc(C)ccc2C)sc2c1CCCCC2
  0.0	-4	-3	0.1
59	COc1ccc(Br)cc1/C=N/Nc1nnc2c(n1)[nH]c1ccccc12
  2.1*	19	-4	0.1
60	C/C=C(\C)C(=O)N1CCc2nnc(CNC(=O)CCc3cccnc3)n2CC1
  0.0	7	2	-0.4
61	O=C(Nc1ccc2oc(-c3cccc(Cl)c3Cl)nc2c1)c1ccc(Cl)cc1
  -0.1	4	-13	-1.0
62	COc1ccc(Cl)cc1C(=O)Nc1ccccc1C(=O)NC(C)C
  0.0	-10	-3	-0.1
63	COc1cc(N2CCN(C(=O)Nc3ccc(OC)c(OC)c3)CC2)nc(OC)n1
  0.1	9	3	0.0
64	COc1ccc(C(=O)Nc2cc(-c3nn4c(C)nnc4s3)ccc2C)cc1Cl
  0.0	0	-1	0.5
65	CCOC(=O)c1c(C)oc2ccc(N(C(C)=O)S(=O)(=O)c3ccc(Cl)c([N+](=O)[O-])c3)cc12
  -0.1	0	-9	1.9
66	CCN1C(=O)CC(NNC(=O)CCCCC(=O)NNC2CC(=O)N(CC)C2=O)C1=O (centres undefined)
  -0.2	-19	0	0.7
67	COc1ccc2o/c(=N\c3sc4c(c3C#N)CCCC4)c(C(=O)Nc3cccc(C(F)(F)F)c3)cc2c1
  0.0	-1	-3	0.8
68	CCCOc1cccc(C(=O)Nc2cccc(NC(=O)c3cccc(Cl)c3)c2)c1
  -0.1	-3	-11	-0.5
69	O=C1CSC(c2cccc([N+](=O)[O-])c2)N1c1ccc(O)cc1 (centres undefined)
  -0.1	3	1	2.0
70	O=C1CC(c2ccccc2)CC2=C1C(c1ccc(Cl)cc1Cl)N(C(=O)C1CC1)c1ccccc1N2 (centres undefined)
  0.1	-4	-5	-1.6
71	Cc1ccc(Nc2nc(N)nc(CC#N)n2)cc1
  0.4	3	-50	0.6
72	CN(C(=O)c1ccc(OC2CCN(S(=O)(=O)N(C)C)CC2)cc1)C1CCCCC1
  -0.1	1	-5	1.1
73	O=C(NCC(c1cccnc1)N1CCN(c2ccccc2F)CC1)c1ccccc1F (centres undefined)
  0.1	9	6	0.1
74	Cc1ccc(-c2nc(N)sc2CC(=O)OCC(=O)N2CCOCC2)cc1
  0.1	4	0	0.8
75	CCOC(=O)N1CCN(C(=O)CN2CCC(COCc3ccccc3)CC2)CC1
  0.2	12	7	0.3
76	COC(CNc1ncnc2c1c(-c1ccccc1)cn2-c1cccc(Cl)c1)OC
  -0.3	3	-12	-0.9
77	O=C(CN1C(=O)C2(OCCCO2)c2ccccc21)NCc1ccccc1
  0.3	13	0	2.3
78	COc1ccc(C2Oc3ccccc3C3CC(c4ccccc4)=NN32)cc1 (centres undefined)
  -0.1	0	-45	-2.6
79	C=CCc1ccccc1OCCOCCN1CCCCC1
  0.3	79*	2	-2.1
80	CC(C)c1ccc(NC(=O)CSc2nc3ccsc3c(=O)n2Cc2ccc(C(=O)O)cc2)cc1
  0.0	3	3	1.7
81	COc1ccccc1-c1cc(-c2ccccc2)nc(SCCN2CCCCCC2)c1C#N
  0.0	15	8	0.1
82	NC(=O)C1CCN(c2ccc3cccc(OCc4ccc(Br)cc4)c3n2)CC1
  0.6	10	2	-1.6
83	COc1ccc(Cl)cc1-n1c(/C=C/c2cc(OC)c(OC)c(OC)c2)nc2cc(Cl)ccc2c1=O
  1.3	23	2	-1.1
84	C=C(C)CSc1nc2c(c(=O)[nH]1)C(CC)(C1CCCCC1)Cc1ccccc1-2 (centres undefined)
  -0.1	1	-10	1.0
85	Cc1ccccc1OCC(=O)Nc1ccc(Cl)c(-c2nc3ccccc3o2)c1
  0.1	19	-4	0.2
86	COc1cc(/C=C(\C#N)c2nc3ccccc3c(=O)[nH]2)ccc1OCc1ccc(Cl)cc1
  -0.1	6	-66	-1.1
87	CC1(C)OC(c2ccccc2)=C/C(=C/C=N/NC(=O)c2ccc(Cl)cc2)O1
  -0.4	-2	6	0.3
88	Cc1c(Cl)cccc1NC(=O)/C(C#N)=C/c1cccc(O)c1
  -0.1	0	-4	0.3
